CCT chaperon mod: changes cytosolic chaperonin activity; purified chaperonin ATPase assay, HTRF ADP detection, 30 min; activity change, % (no concentration beside the values), hits read low; hit rate 0.3% among 360,000; AID 651819; in the data active = activity change below about -30%; also: % is scaled to controls: 0 for no effect and ±100 for the full control effect
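We incubate TRiC, 40 or 20 nM final, with library compounds at 76 uM and 10 uM ATP for 30 min at 37 °C. ADP formed is detected with Transcreener HTRF reagents after 30 min at room temperature.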
WRN helicase inh: blocks human WRN helicase. WRN helicase unwinding, fluorescent forked duplex, kinetic. Potency, µM (top dose mostly 114 µM), inactives show at the highest dose activity change, negative = inhibition, actives largely listed as inhibitors. AID 651768. hit rate 0.46% among 360,000. Q14191; also: potency is read from the fitted curve at half-maximal effect; % is scaled to controls: 0 for no effect and ±100 for the full control effect; nearly all actives have a fitted effect of over 55% in size
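Enzyme (20 nM final) and test compound sit together 15 min at room temperature before substrate addition. Substrate is a single-forked duplex oligonucleotide (100 nM) labelled with fluorophore and quencher, with 2 mM ATP; helicase unwinding raises red fluorescence, read kinetically.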
Mm-Cpn inhibitor: blocks the Methanococcus maripaludis chaperonin Mm-Cpn; purified Mm-Cpn ATPase, ADP Transcreener TR-FRET; Potency, µM (top dose mostly 76.9 µM), inactives show at the highest dose activity, negative = inhibition, usual class: inhibitors; hit rate 0.031% among 330,000; AID 504842; also: potency is read from the fitted curve at half-maximal effect; % is scaled to controls: 0 for no effect and ±100 for the full control effect; nearly all actives have a fitted effect of over 80% in size
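25 nM Mm-CPN + cpd, 10 min 37°C; + 10 uM ATP, 30 min 37°C; buffer 30 mM Tris pH 7.4, 100 mM KCl, 5 mM MgCl2, 1 mM DTT; Transcreener ADP HTRF detection 30 min RT.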
EPAC1 antagonist: EPAC1 (human) antagonism. O95398. EPAC1 GEF assay, Rap1b-BODIPY-GDP exchange fluorescence. Potency, µM (doses to about 115 µM), without a hit: at the top dose activity change, negative = inhibition, hits mostly inhibitors. hit rate 0.14% among 360,000. AID 720709;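 also: potency is read from the fitted curve at half-maximal effect; plate controls were vehicle for no effect and positive control for full effect; nearly all actives have a fitted effect of over 50% in size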
PI5P4Ka inh: PI5P4K alpha (human) kinase inhibition. hit rate 1.2% among 330,000. P48426. AID 652105. max response, %. PI5P4Kalpha enzyme, ADP-Glo luminescence, 60 min; hits give low values; active = max response of -50% or lower; inconclusive = between -30% and -50%; inactive = -30% or higher; also: value at the top dose of about 77 µM; % is scaled to controls: 0 for no effect and ±100 for the full control effect
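Compounds were pin-transferred onto PI5P4Kalpha and substrate in HEPES pH 7.4 buffer with EGTA, CHAPS and 5% DMSO. ATP (5 microM final) started the reaction, which ran 60 minutes at room temperature before ADP-Glo detection.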
EPAC2 antag: antagonists of human EPAC2. Q8WZA2. EPAC2 GEF exchange of Rap1B-BODIPY-GDP, fluorescence. Potency, µM (series often up to 114 µM), without a hit: at the top dose activity, negative = inhibition, hits mostly inhibitors. hit rate 0.18% among 360,000. AID 720708; also: potency is read from the fitted curve at half-maximal effect; % is scaled to controls: 0 for no effect and ±100 for the full control effect; nearly all actives have a fitted effect of over 45% in size; many of its hits are not listed in these tables
Target sequence (Q8WZA2 whole entry, looked up): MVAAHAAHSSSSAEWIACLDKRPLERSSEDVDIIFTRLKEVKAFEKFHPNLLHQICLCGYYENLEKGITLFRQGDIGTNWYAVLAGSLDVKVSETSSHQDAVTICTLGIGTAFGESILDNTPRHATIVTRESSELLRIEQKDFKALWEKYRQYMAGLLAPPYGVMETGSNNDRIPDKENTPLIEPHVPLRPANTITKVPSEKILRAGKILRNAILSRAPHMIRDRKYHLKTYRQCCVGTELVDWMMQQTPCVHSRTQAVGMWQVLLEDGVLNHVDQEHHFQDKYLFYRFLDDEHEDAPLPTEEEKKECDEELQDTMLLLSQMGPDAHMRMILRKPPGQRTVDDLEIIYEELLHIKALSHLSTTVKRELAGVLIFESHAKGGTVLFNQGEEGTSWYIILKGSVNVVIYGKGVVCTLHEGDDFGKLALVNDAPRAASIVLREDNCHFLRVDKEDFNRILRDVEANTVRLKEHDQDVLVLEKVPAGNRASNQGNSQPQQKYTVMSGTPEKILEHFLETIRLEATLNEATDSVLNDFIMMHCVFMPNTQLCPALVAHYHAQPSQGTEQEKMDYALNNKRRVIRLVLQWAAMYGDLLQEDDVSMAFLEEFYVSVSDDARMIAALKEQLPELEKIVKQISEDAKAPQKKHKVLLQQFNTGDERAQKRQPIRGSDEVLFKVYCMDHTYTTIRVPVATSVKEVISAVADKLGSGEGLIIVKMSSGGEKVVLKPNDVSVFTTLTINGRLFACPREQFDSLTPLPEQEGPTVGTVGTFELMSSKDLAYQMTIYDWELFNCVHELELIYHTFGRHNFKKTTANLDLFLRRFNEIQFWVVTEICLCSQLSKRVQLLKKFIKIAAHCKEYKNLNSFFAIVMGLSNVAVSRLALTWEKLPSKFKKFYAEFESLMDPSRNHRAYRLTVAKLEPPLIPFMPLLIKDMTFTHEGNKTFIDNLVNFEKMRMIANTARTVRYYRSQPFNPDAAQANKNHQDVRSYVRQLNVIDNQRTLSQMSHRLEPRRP
PLK1 PBD block: blocks phosphopeptide binding to human PLK1 polo-box domain. hit rate 2.8% among 360,000. Potency, µM, for the others: max response, negative = inhibition, usual class: inhibitors. AID 720504. P53350. Plk1 PBD binding of FITC phosphopeptide, fluorescence polarization; also: potency is read from the fitted curve at half-maximal effect; series mostly up to about 57 µM; % is scaled to controls: 0 for no effect and ±100 for the full control effect; nearly all actives have a fitted effect of over 65% in size
EPAC1 agonist: agonists of human EPAC1; O95398; EPAC1 agonist qHTS, biochemical assay; response scale: 100% = response to 6.5 mM cAMP; Potency, µM (series often up to 154 µM), for the others: at the highest dose activation, usual class: activators; hit rate 0.073% among 360,000; also: potency is read from the fitted curve at half-maximal effect; nearly all actives have a fitted effect of over 60% in size
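Normalized to 6.5 mM cAMP, activity reflects EPAC1-catalysed release of BODIPY-GDP from Rap1B, followed kinetically over 30 min at 480 nm excitation, 540 nm emission. Reaction contained 100 nM EPAC1, 250 nM Rap1B-BODIPY-GDP, 50 uM GDP.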
* marks the source's active call; other numbers are inactive results; ? = inconclusive; / = no result given; [ ] = remark or other dose. Unless noted, calls follow the shape of the dose curve; as a rule, active = well fitted curve in the direction sought with a large enough effect; inconclusive = small, poorly fitted or top-dose-only effect, or another doubt; inactive = no such curve, though single readings can be large; an effect the other way counts as inactive or inconclusive.

SMILES	CCT chaperon mod	WRN helicase inh	Mm-Cpn inhibitor	EPAC1 antagonist	PI5P4Ka inh	EPAC2 antag	PLK1 PBD block	EPAC1 agonist
C[C@H](NS(=O)(=O)c1ccc2c(c1)OCCCO2)C(=O)N1CCN(c2ccc(F)cc2)CC1	1.4	-9.8%	3.0%	6.0%	-1.1	-1.3%	-27.9%	9.0%
COc1ccc(C(=O)NCc2cn3ccsc3n2)cc1OC	-0.8	2.4%	0.7%	9.1%	1.2	6.0%	-11.6%	-0.3%
Cc1ccc(-n2c(C)cc(C(=O)COC(=O)c3c(C)noc3C)c2C)cc1	-0.8	-0.3%	1.6%	-1.4%	/	-4.0%	-9.6%	18.3%
Cc1cc(N2CCOCC2)nc(-c2ccc([N+](=O)[O-])cc2)n1	-0.2	1.8%	-0.9%	-0.6%	-1.0	-2.0%	-6.4%	-10.4%
S=C(NCC1CCCO1)Nc1cccc(Cl)c1 (stereo not given)	-0.4	-0.2%	0.5%	2.2%	1.1	0.8%	-5.2%	3.0%
CNc1nc(C)nc(-c2ccccc2O)n1	-1.0	-9.3%	-1.9%	-1.4%	2.0	-2.2%	-0.4%	-1.2%
Cc1cc(NS(=O)(=O)c2ccc(NC(=O)COc3ccccc3[N+](=O)[O-])cc2)no1	-1.0	?	1.7%	-0.2%	?	0.3%	-11.9%	8.3%
CC(=O)c1c(C)[nH]c(C(=O)NNC(=O)COc2cc(C)ccc2C(C)C)c1C	-0.9	6.5%	2.1%	15.7%	-11.0	-11.4%	-1.3%	-0.5%
CC(C)(C)c1ccc(S(=O)(=O)N2CCC(NC(=O)c3ccco3)CC2)cc1	-0.4	0.9%	-1.4%	6.8%	5.3	14.6%	-6.7%	-3.4%
Cc1cc(C)c2c3c(sc2n1)C(c1ccccc1)C(C#N)=C(N)O3 (stereo not given)	-1.4	0.2%	2.3%	8.9%	/	1.9%	-4.2%	14.8%
CCOc1ccccc1CN1CCNC(=O)C1CC(=O)NC1CCCCCCC1 (stereo not given)	-0.6	-13.3%	/	1.2%	-7.0	-0.8%	-13.5%	6.0%
O=C(O)CCC(=O)Nc1sc2c(c1C(=O)NC1CCCC1)CCCC2	-1.9	1.3%	-0.2%	9.0%	-14.1	4.2%	-17.7%	-3.0%
Cc1cc(O)ccc1N=Cc1c(C(F)(F)F)[nH][nH]c1=O	-4.2	-11.5%	1.1%	-7.7%	-22.0	7.6%[57.1 µM]	-22.4%	-4.7%
CCOC(=O)NC(=O)C(=CNc1ccccc1OC)C(=O)NC(=O)OCC	0.3	6.1%	1.2%	-5.0%	1.0	-4.0%	-12.0%	11.1%
O=c1[nH]c2cc(NCCO)c([N+](=O)[O-])cc2[nH]1	1.6	-6.5%	-4.1%	-14.3%	-1.2	-20.7%	-3.7%	-2.3%
C/C(=N\NC(=O)c1ccccn1)C12CC3CC(CC(C3)C1)C2	-0.7	-7.5%	-0.6%	4.6%	/	1.4%	3.9%	6.1%
COc1ccc(C(=O)Nc2cc3c(cc2C#N)OCO3)cc1S(=O)(=O)N1CCN(C)CC1	1.3	-6.6%	0.5%	-35.5%	-4.1	3.1%	-1.0%	0.0%
Nn1cnnc1N/N=C/c1cc(Br)cc(Br)c1O	-2.1	-33.1%	0.0%	1.7%	-12.2	-0.1%	-8.3%	-1.5%
COC(=O)c1sccc1NC(=O)c1cccs1	-0.8	-3.5%	?	-0.8%	-2.2	-3.0%	4.5%	-6.5%
CC(C)c1nc2sc3c(NCc4ccccc4)ncnc3c2c2c1COC(C)(C)C2	-0.7	-1.5%	-7.6%	-2.6%	8.4	-5.5%	-7.2%	-2.7%
O=C(Nc1ccc2oc(-c3cccc(F)c3)nc2c1)c1ccccc1F	1.7	-0.8%	-14.2%	-12.2%	1.6	1.4%	-0.8%	-2.4%
CCCCc1ccc(N/C(N)=N/c2nc(C)cc(C)n2)cc1	-1.6	4.8%	0.2%	14.1%	0.0	5.3%	-5.0%	-3.8%
CCC(=O)Nc1nnc(S(=O)(=O)N(CC)c2ccc(Cl)cc2)s1	1.0	-4.2%	2.4%	0.5%	-0.6	-8.1%	-4.6%	9.6%
O=C(O)CC(NS(=O)(=O)c1ccc(Br)cc1)c1ccco1 (stereo not given)	-3.1	0.6%	0.4%	-1.5%	/	0.5%	-3.1%	2.5%
CCOc1ccc2nc(NC(=O)CSC3=NCCS3)sc2c1	1.7	-15.6%	-1.6%	15.1%	2.5	-1.4%	-18.2%	2.0%

A different layout for 3 compounds above:
Values run as follows: CCT chaperon mod | WRN helicase inh | Mm-Cpn inhibitor | EPAC1 antagonist | PI5P4Ka inh | EPAC2 antag | PLK1 PBD block | EPAC1 agonist
> O=c1[nH]c2cc(NCCO)c([N+](=O)[O-])cc2[nH]1
    1.6 | -6.5% | -4.1% | -14.3% | -1.2 | -20.7% | -3.7% | -2.3%
> C/C(=N\NC(=O)c1ccccn1)C12CC3CC(CC(C3)C1)C2
    -0.7 | -7.5% | -0.6% | 4.6% | / | 1.4% | 3.9% | 6.1%
> COc1ccc(C(=O)Nc2cc3c(cc2C#N)OCO3)cc1S(=O)(=O)N1CCN(C)CC1
    1.3 | -6.6% | 0.5% | -35.5% | -4.1 | 3.1% | -1.0% | 0.0%

(next part)
SMILES	CCT chaperon mod	WRN helicase inh	Mm-Cpn inhibitor	EPAC1 antagonist	PI5P4Ka inh	EPAC2 antag	PLK1 PBD block	EPAC1 agonist
COc1ccc(N2CCN(CC(=O)Nc3c(C)cccc3C)CC2)cc1	0.6	16.1%	/	10.7%	2.9	2.8%	2.8%	-8.7%
Cc1c(C(=O)O)oc2ccc(S(=O)(=O)N3CCC(C)CC3)cc12	1.0	4.0%	?	-5.4%	1.7	1.4%	-3.0%	8.1%
COC(=O)C1=C(C(=O)OC)[C@]2([C@@H]3CCCCN[C@@H](Cc4ccccc4)C(=O)N3Cc3ccccc3)C=C[C@H]1O2	0.8	1.1%	/	-0.4%	5.9	-1.7%	2.5%	6.0%
O=C(O)Cc1ccc(N=Nc2c(O)c(C(=O)O)cc3ccccc23)cc1	-1.1	25.1µM*	-2.6%	?	-73.4*	-23.6%	?	8.9%
COC(=O)C(CC(=O)Nc1cc(C)ccc1C)Nc1ccccc1OC (stereo not given)	0.8	-10.4%	2.9%	4.0%	3.6	16.1%	0.1%	2.2%
Cc1cccc(C(O)c2ncc(-c3ccc(C(F)(F)F)cc3)[nH]2)c1C (stereo not given)	0.7	-3.2%	/	15.4%	6.3	0.9%	0.5%	-12.2%
O=C(NCc1ccccc1)c1cccc(NC(=O)c2ccccc2)c1	-3.3	-4.9%	/	-11.9%	-4.2	3.0%	-15.1%	-14.3%
CC(C)NC(=O)CC1(C(=O)NCc2ccc(Cl)cc2)CCCC1	-3.1	5.9%	-1.9%	11.3%	10.5	-0.8%	0.3%	-10.5%
CCOc1ccc(C(=O)Nc2cc(OC)ccc2OC)cc1	-1.5	-6.9%	-0.1%	-9.7%	/	-7.6%	-18.0%	12.2%
O=C(c1ccco1)N1CCC(c2nc3c(nnn3Cc3ccccc3Cl)c(=O)[nH]2)CC1	-1.0	2.9%	2.2%	-4.3%	-0.7	-1.2%	-7.8%	-1.6%
Cc1ccc(NC(=O)c2cc(-c3cccc(O)c3)on2)cc1C	-0.5	-7.5%	-11.4%	-2.8%	8.1	-13.9%	-7.3%	0.5%
COC(=O)C1CCN(C(=O)Nc2ccccc2)CC1	-0.9	-4.5%	0.4%	3.5%	-1.5	-18.3%	5.9%	-5.1%
Cc1cc(-c2ccc(C)c(S(=O)(=O)N3CCN(C(=O)c4ccco4)CC3)c2)on1	-1.2	-1.4%	3.7%	6.5%	-3.1	-7.9%	-4.3%	7.6%
CCOC(=O)C(NCCOC)(NC(C)=O)C(F)(F)F (stereo not given)	1.3	-2.1%	2.0%	-5.1%	-0.1	-19.5%	-1.4%	3.9%
O=C(/C=C/c1ccccc1)Nc1cccc(C(=O)O)c1	-0.6	-4.9%	-0.2%	-0.1%	-13.3	-9.0%	-8.2%	1.8%
CCCNC(=O)C(=O)NCC1CCCN1CC (stereo not given)	0.2	7.0%	2.4%	1.5%	-5.1	6.9%	-6.8%	0.8%
Cc1ncc([N+](=O)[O-])n1CCO	-3.1	3.9%	-2.5%[15.4 µM]	-14.7%	-4.2	3.2%	-11.4%	-6.2%
Cc1onc(-c2ccccc2)c1C(=O)N1CCOC12CCN(c1cccc(F)n1)CC2	1.0	-1.1%	-1.0%	-18.3%	-1.6	-4.4%	-18.6%	10.1%
CC(C)(C)n1nc2c(c1NC(=O)c1ccccc1)CS(=O)(=O)C2	-1.8	-9.1%	1.2%	-1.7%	0.2	0.7%	-4.6%	2.1%
O=C(Nc1ccnc(-c2ccncc2)n1)C1CC1	0.9	0.7%[57.1 µM]	2.0%	13.1%	1.7	4.2%	0.9%	6.8%
CCn1c(SCC(=O)N(C)Cc2ccc(OC)c(F)c2)nc2cc(S(N)(=O)=O)ccc21	-1.5	6.9%	3.2%	-5.2%	-11.9	-1.3%	-6.7%	-0.2%
O=C(NCCC(=O)N(Cc1ccco1)Cc1cccs1)c1ccccc1Cl	2.1	14.6%	-0.8%	-4.8%	2.2	-11.3%	-7.2%	-2.9%
CC(C)CC(N)c1csc(Nc2cnccn2)n1 (stereo not given)	-0.1	0.3%	/	-6.3%	-1.1	-3.2%	-8.6%	4.0%
COc1cc(C2NC(=O)NC(C)=C2C(=O)OC(C)(C)C)ccc1OCC(N)=O (stereo not given)	0.1	-0.5%	2.2%	3.1%	0.2	-2.0%	3.8%	-2.0%
Cc1ccc(S(=O)(=O)N(C)C[C@H]2Oc3c(NC(=O)Nc4cccc5ccccc45)cccc3C(=O)N([C@@H](C)CO)C[C@@H]2C)cc1	1.1	-9.3%	-0.8%	-10.6%	1.0	-9.1%	-6.0%	-14.4%
Cc1ccc(S(=O)(=O)N/N=C(\c2ccccc2)c2cccnc2)cc1	-0.6	-4.4%	-0.2%	-19.3%	0.5	18.3%	-19.1%	3.2%
CN(C)c1ccc(-c2ccnc3c2CC(C)(C(=O)Nc2ccc(Cl)cc2)O3)cc1 (stereo not given)	-0.7	-2.4%	/	-9.6%	11.3	-1.9%	3.5%	10.7%
CC(/C=C/c1ccccc1)=N\NC(=O)Cn1nc(C)cc1C	-3.8	-4.4%	2.3%	-4.1%	-25.4	6.8%	-7.2%	-3.9%
CCc1cccc(OCC(=O)Nc2cc(Cl)ccc2-n2cncn2)c1	0.1	-19.7%	-0.1%	-19.4%	0.3	-23.7%	-0.9%	-3.7%
Fc1ccc(NC(=S)NCCc2ccc(Cl)cc2)cc1	-2.0	-0.3%	0.6%	-19.0%	12.2	-14.7%	-16.3%	5.5%

Some of the compounds tested; the hit share may differ from the screen's.
